Screening results deposited in PubChem by National Center for Advancing Translational Sciences (NCATS).
GLS inhibitor: inhibitors of human glutaminase (GLS) | GLS enzymatic activity, qHTS titration | Potency, µM (highest dose often 45.5 µM), without a hit: at the highest dose activity change, negative = inhibition, hits mostly inhibitors | 410,000 tested, 0.21% active; note: potency is the fitted concentration of half-maximal effect; % is set by controls: 0 for no effect and ±100 for the full control effect
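Read-out is an Amplex red fluorescence increase coupled through glutamate oxidase and HRP, measured before and after 30 min room-temperature incubation. hKGA is in 45 mM KH2PO4 (pH 8.2) with 0.02% Tween-20; glutamine added as 1mM solution.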
Pin1 inh: inhibitors of human Pin1 | 390,000 tested, 0.009% active | Potency, µM (top dose mostly 115 µM), without a hit: at the highest dose activity, negative = inhibition, hits mostly inhibitors | Pin1 FP peptide displacement, HiFluor488, 10 min | AID 504891; active = well fitted inhibition curve with a large enough effect in the polarisation, with a control signal flat, not every such curve was filed as active; inconclusive = small, poorly fitted or top-dose-only effect, or effect the other way, or a change in a side signal; inactive = no such curve, though single readings can be large or run the other way; the % refers to the polarisation; note: potency is the fitted concentration of half-maximal effect; % is set by controls: 0 for no effect and ±100 for the full control effect
G9a block: inhibitors of human histone lysine methyltransferase G9a. Q96KQ7. G9a H3K9 monomethylation, AlphaScreen, 2 h. Potency, µM (titrated, usually from 102 µM), for inactives: at the top dose activity, negative = inhibition, most hits filed as inhibitors. 350,000 tested, 8.8% active; note: potency is the fitted concentration of half-maximal effect; % is set by controls: 0 for no effect and ±100 for the full control effect; nearly all actives have a fitted effect of over 75% in size
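AlphaScreen read-out: biotin-H3K9 peptide (500 nM) methylation by 20 nM enzyme with 20 uM SAM, 2 h at room temperature after 15 min compound preincubation; anti-monomethyl H3K9 antibody plus donor/acceptor beads, 10 min dark.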
BAZ2B inh: BAZ2B (human) inhibition; Q9UIF8; AlphaScreen BAZ2B-H3K14Ac peptide displacement; Potency, µM (highest dose often 114 µM), without a hit: at the top dose activity change, negative = inhibition, actives largely listed as inhibitors; 360,000 tested, 4.4% active; note: potency is the fitted concentration of half-maximal effect; % is set by controls: 0 for no effect and ±100 for the full control effect; nearly all actives have a fitted effect of over 60% in size
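AlphaScreen displacement of biotin-H3(5-23)K14Ac peptide (50 nM final) from BAZ2B (50 nM final) in PBS pH 7.4, 0.01% Tween-20; complex preformed 30 min RT, then compounds (top 110 uM) 30 min RT, beads 20 min dark.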
PI4K2A inh: PI4K2A (human) kinase inhibition. Q9BTU6. purified PI4K2A, ADP-Glo luminescence, 1 h; hits give low values. activity change, negative = inhibition, % at 76.9 µM. 420,000 tested, 0.13% active; in the data active = activity change below about -50%; inconclusive = mostly about -30% to -49%;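 note: -100% = wells without enzyme as full effect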
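ADP-Glo luminescence measured ADP generated by PI4K2A enzyme (4 ug/mL before mixing) with 1.2 mM PI substrate (pre-mix) and 300 microM ATP (pre-mix). Tris pH7.5 buffer with MgCl2, Triton X-100; 1 h reaction at ambient temperature.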
HP1b binding inh: HP1-beta chromodomain-methylated histone interaction inhibition; P83916; AlphaScreen HP1-beta / biotin-H3K9me3 peptide binding; Potency, µM (highest dose often 114 µM), for the others: at the highest dose activity change, negative = inhibition, actives largely listed as inhibitors; 390,000 tested, 0.56% active; note: potency is the fitted concentration of half-maximal effect; nearly all actives have a fitted effect of over 70% in size; inactives centre near 23
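HP1-beta protein (50 nM final) preincubated 30 min at room temperature with biotinylated H3(1-18)K9me3 peptide (50 nM) in PBS pH 7.4, 0.01% Tween-20, then compound added for 30 min. AlphaScreen streptavidin donor/nickel chelate acceptor beads (10 ug/mL final), 30 min dark, luminescence read.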
ERG-DNA inh: ERG Ets/DNA interaction inhibition | 370,000 tested, 0.028% active | AID 624246 | fluorescence polarization, His-ERG Ets domain / labelled DNA | Potency, µM (top dose mostly 76.9 µM), for inactives: at the highest dose FP activity, negative = inhibition, usual class: inhibitors | P11308; active = well fitted inhibition curve with a large enough effect in the polarisation, with a control signal flat; inconclusive = small, poorly fitted or top-dose-only effect, or effect the other way, or a change in a side signal; inactive = no such curve, though single readings can be large or run the other way; the % refers to the polarisation;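 note: polarization taken with two DNA probes labelled with fluorescein and Texas red; potency is the fitted concentration of half-maximal effect; % of control where 0% means no effect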
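His-tagged ERG Ets domain (1 uM in the protein solution; 300mM KCl, 50mM Tris-HCl, 1mM EDTA, 1mM DTT, pH 7.5) received compound, then a probe mix of 5 nM fluorescein-DNA and 100nM Texas-615-DNA. Fluorescence polarization was read for both dyes.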
JMJD2A Tudor inh: inhibitors of human JMJD2A Tudor domain; O75164; AlphaScreen JMJD2A-Tudor / H3K4me3 peptide binding; Potency, µM (highest dose often 114 µM), inactives show at the highest dose activity change, negative = inhibition, actives largely listed as inhibitors; 390,000 tested, 4.4% active; AID 504339; note: potency is the fitted concentration of half-maximal effect; % is set by controls: 0 for no effect and ±100 for the full control effect; nearly all actives have a fitted effect of over 50% in size
Target sequence (O75164 whole entry, looked up, the tested form may be a part): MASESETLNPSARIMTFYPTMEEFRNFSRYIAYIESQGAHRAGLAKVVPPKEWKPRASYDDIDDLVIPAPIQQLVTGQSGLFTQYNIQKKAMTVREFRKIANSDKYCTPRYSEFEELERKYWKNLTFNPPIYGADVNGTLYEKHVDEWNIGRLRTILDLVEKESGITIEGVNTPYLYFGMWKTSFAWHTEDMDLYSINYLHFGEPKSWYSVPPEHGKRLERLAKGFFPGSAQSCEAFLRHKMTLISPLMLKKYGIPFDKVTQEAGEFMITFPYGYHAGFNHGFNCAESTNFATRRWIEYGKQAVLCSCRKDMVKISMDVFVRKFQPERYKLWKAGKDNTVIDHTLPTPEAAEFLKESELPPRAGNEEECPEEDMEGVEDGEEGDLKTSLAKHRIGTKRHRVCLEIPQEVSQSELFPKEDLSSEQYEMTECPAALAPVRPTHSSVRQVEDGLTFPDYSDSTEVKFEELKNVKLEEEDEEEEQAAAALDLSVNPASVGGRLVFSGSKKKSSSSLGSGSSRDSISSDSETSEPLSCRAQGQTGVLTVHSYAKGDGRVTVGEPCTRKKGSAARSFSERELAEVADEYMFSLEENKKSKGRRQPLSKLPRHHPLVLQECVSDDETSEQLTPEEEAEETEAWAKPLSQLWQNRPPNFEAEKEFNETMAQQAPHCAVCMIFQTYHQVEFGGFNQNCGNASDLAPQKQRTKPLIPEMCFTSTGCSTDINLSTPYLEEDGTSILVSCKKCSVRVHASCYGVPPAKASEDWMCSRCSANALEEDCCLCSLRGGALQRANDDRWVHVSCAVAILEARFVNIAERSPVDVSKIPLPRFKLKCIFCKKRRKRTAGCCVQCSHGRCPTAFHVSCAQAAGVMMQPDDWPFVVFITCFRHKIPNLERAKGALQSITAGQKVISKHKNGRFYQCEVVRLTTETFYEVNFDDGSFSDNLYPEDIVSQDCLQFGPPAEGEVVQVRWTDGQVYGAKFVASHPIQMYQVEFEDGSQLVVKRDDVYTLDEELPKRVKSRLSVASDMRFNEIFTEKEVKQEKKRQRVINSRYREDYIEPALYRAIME
PGK inhibitor: blocks T. brucei phosphoglycerate kinase. P07378. PGK/GAPDH coupled, Kinase-Glo luminescence, 60 min. Potency, µM (series often up to 57.5 µM), without a hit: top-dose activity change, negative = inhibition, actives largely listed as inhibitors. 380,000 tested, 0.043% active. AID 602233; note: potency is the fitted concentration of half-maximal effect; % is set by controls: 0 for no effect and ±100 for the full control effect; nearly all actives have a fitted effect of over 60% in size
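Luminescent ATP detection (Kinase-Glo Plus) follows a 60-minute room-temperature incubation, with wells lacking PGK as controls. Buffer: 100 mM TEA (pH 7.6), 5 mM MgCl2, 0.01% Tween-20. Coupling enzyme GAPDH (100 nM final) supplies unstable 1,3-BPG in-well.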
* = called active by the depositor; i = inactive; u = inconclusive; x = no result given; & = joins results of further samples; [ ] = another dose, or the depositor's remark. Unless noted, calls come from the whole dose curve; as a rule, active = well fitted curve in the direction sought with a large enough effect; inconclusive = small, poorly fitted or top-dose-only effect, or another doubt; inactive = no such curve, though single readings can be large; an effect the other way counts as inactive or inconclusive.

Below each SMILES: GLS inhibitor, Pin1 inh, G9a block, BAZ2B inh, PI4K2A inh, HP1b binding inh, ERG-DNA inh, JMJD2A Tudor inh, PGK inhibitor
(1) COc1ccc(C)cc1S(=O)(=O)N(C)CC(=O)NC1CCCCC1
  1%, -13%, 13%[59 µM], 7%, -5, 27%, 9%, 0%, -2%
(2) COc1ccc(-n2c3c(cc(C#N)c2=O)C(=O)CCC3)cc1
  6%, 0%, 0%, 9%, -3, 11%, -3%, 1%, 6%
(3) S=C1NCCOCCOCCOCCNC(=S)NCCOCCOCCOCCN1
  3%, 0%, 12%[59 µM], 3%, 1, 35%, -4%, -15%[57.1 µM], -5%
(4) CCOC(=O)[C@@H]1[C@H]2COc3ccc(Br)cc3[C@@H]2N2C(=O)N(c3ccc(F)cc3)C(=O)[C@]12C
  7%, 0%, 6%, -9%, 2, 12%, 4%, -18%, 10%
(5) CCOC(=O)C1(Cc2cccc(Cl)c2)CCCN(C(=O)CCOC)C1 (stereo unspecified)
  -10%, -2%, 1%, -10%, 0, 53%[activator], 1%, 3%, -15%
(6) C/C(=N\N1CCN(c2ccc(Cl)cc2)CC1)c1cccs1
  1%, -12%, 7%[59 µM], 4%, -2, 9%, -3%, -3%, -3%
(7) Cc1cccc2[nH]c(-c3ccc(NC(=O)c4ccco4)cc3)nc12
  -12%, 4%, -8%[59 µM], 5%, -9, -11%, -2%, 2%[11.4 µM], -1%
(8) O=C(NN=C1CCCCCC1)c1ccc2c(c1)OCO2
  0%, 8%, -4%, -15%, 0, 24%, 2%, 1%, -1%
(9) O=C(Cc1ccc(Cl)cc1)Nc1ccc(-c2cc3ccccc3oc2=O)c(Cl)c1
  7%, 21%, 25%[59 µM], -5%, -2, 10%, 2%, -18%, i
(10) CCN(C(=O)CSc1ncn[nH]1)C1CCCCC1
  -9%, u, -4%, 1%, 4, 23%, 3%, 0%, i

Next part:
Below each SMILES: GLS inhibitor, Pin1 inh, G9a block, BAZ2B inh, PI4K2A inh, HP1b binding inh, ERG-DNA inh, JMJD2A Tudor inh, PGK inhibitor
(11) Cc1ccccc1-n1c(C)nnc1SCc1nc2ccccc2s1
  -6%, 5%, 4%[59 µM], -2%, 2, 22%, x, -2%, 4%
(12) CCOc1cc(/C=N/NC(=O)C(O)(c2ccccc2)c2ccccc2)ccc1OC(=O)c1ccco1
  u, 11%, x, x, 0, -5%, 7%, -20%, i
(13) CCOc1ccccc1NC(=O)CN1C(=O)COc2ccc(Cl)cc21
  6%, 0%, 8%, 2%, -1, 50%[activator], 18%, -4%, i
(14) Cc1cccc(N(C(=O)CNC(=O)c2ccco2)C(C(=O)NC2CCCC2)c2cccnc2)c1 (stereo unspecified)
  -8%, -3%, 2%[2.33 µM], 3%, 0, 25%, 2%, -5%, 4%
(15) Cc1cccc(OC(=O)CSc2nnc(CNC(=O)c3ccccc3)o2)c1C
  -10%, 3%, -31%[59 µM], 0%, 0, 16%, 18%, -9%, -3%
(16) COc1ccc(NC(=O)c2cnc(SC)nc2)cc1
  11%, 0%, 5%, 8%, 0, 46%[activator], 1%, -7%, 2%
(17) COc1ccc(-c2ccnc3nc(N4CCN(c5ccccc5)CC4)nn23)cc1
  25%, -2%, -23%[12.7 µM], u, 1, -6%, 1%, u, -9%
(18) Cc1c(OCC(=O)N(C)C)ccc2c3c(c(=O)oc12)CCCCC3
  0%, 1%, x, 2%, 0, 28%, 4%, -19%, x
(19) CCOC(=O)c1c(NC(=O)c2cc(-c3ccc(Br)cc3)on2)sc(C)c1C
  -2%, 3%, 2.8µM*, 3%, 3, -10%, 0%, -19%, 7%
(20) CCOC(=O)C1CCN(C(=O)CNC(=O)OC(C)(C)C)CC1
  -25%, 3%, -6%[12.7 µM], 9%, 1, -10%, -1%, -7%[11.4 µM], i

Other entries follow.
Below each SMILES: GLS inhibitor, Pin1 inh, G9a block, BAZ2B inh, PI4K2A inh, HP1b binding inh, ERG-DNA inh, JMJD2A Tudor inh, PGK inhibitor
(21) Cc1nc(C)n(CC(=O)c2ccc(Cl)cc2Cl)n1
  -1%, -2%, 8%, -1%, 5, 17%, 5%, -5%, -1%
(22) O=C(c1ccc([N+](=O)[O-])c(CS(=O)(=O)c2ccc(Cl)cc2)c1)N1CCCCC1
  -1%, -9%, -11%, -38%, -4, -11%, -7%, -23%, -1%
(23) Cc1ccc(C(=O)c2c3ccc(C(F)(F)F)cc3[n+]([O-])n2CCCN)cc1
  2%, 2%, -7%[2.33 µM], 0%, 3, 0%, 3%, -23%, 8%
(24) CN(CC(=O)Nc1ccccc1Br)C(=O)COc1ccc2ccccc2c1
  0%, 1%, -3%[59 µM], 11%, 1, 25%, -2%, -18%, 5%
(25) Cc1ccc(-n2c(SCC(=O)Nc3cccc(C)c3)nc3c(oc4ccccc43)c2=O)cc1
  5%, 19%, 21%[59 µM], -17%&9%, 3, 67%[activator], 0%, -1%, -9%
(26) CCN(CC)S(=O)(=O)c1cccc(-c2nnc(C(=O)c3ccc(C(F)(F)F)cc3)o2)c1
  -3%, 1%, 25%, 1%, 2, 10%, x, -26%, 2%
(27) O=C(O)c1cc(NC(=S)NC(=O)C(c2ccccc2)c2ccccc2)ccc1Cl
  0%, 53%[activator], u, -20%, 0, 2%, -2%, -13%, i
(28) CCOc1cccc(OCCOCCNC(C)(C)C)c1
  4%, -4%, 14µM*, 45µM*, -6, -51%, x, 22µM*, -1%
(29) O=C(CSc1nnc2ccccn12)NCCc1ccc(F)cc1
  3%, -1%, 8%, -11%, 6, 10%, 1%, -2%, -2%
(30) CS(=O)(=O)Nc1ccc(C(=O)N2CCN(c3ccccc3F)CC2)cc1
  2%, -4%, 11%[12.7 µM], 14%, 3, 17%, 5%, -28%, -8%

Rewritten screen by screen: 5 of the compounds above
26	CCN(CC)S(=O)(=O)c1cccc(-c2nnc(C(=O)c3ccc(C(F)(F)F)cc3)o2)c1
27	O=C(O)c1cc(NC(=S)NC(=O)C(c2ccccc2)c2ccccc2)ccc1Cl
28	CCOc1cccc(OCCOCCNC(C)(C)C)c1
29	O=C(CSc1nnc2ccccn12)NCCc1ccc(F)cc1
30	CS(=O)(=O)Nc1ccc(C(=O)N2CCN(c3ccccc3F)CC2)cc1
Assay by compound | 26 | 27 | 28 | 29 | 30
GLS inhibitor | -3% | 0% | 4% | 3% | 2%
Pin1 inh | 1% | 53%[activator] | -4% | -1% | -4%
G9a block | 25% | u | 14µM* | 8% | 11%[12.7 µM]
BAZ2B inh | 1% | -20% | 45µM* | -11% | 14%
PI4K2A inh | 2 | 0 | -6 | 6 | 3
HP1b binding inh | 10% | 2% | -51% | 10% | 17%
ERG-DNA inh | x | -2% | x | 1% | 5%
JMJD2A Tudor inh | -26% | -13% | 22µM* | -2% | -28%
PGK inhibitor | 2% | i | -1% | -2% | -8%

Going on with the list:
Below each SMILES: GLS inhibitor, Pin1 inh, G9a block, BAZ2B inh, PI4K2A inh, HP1b binding inh, ERG-DNA inh, JMJD2A Tudor inh, PGK inhibitor
(31) O=C(Cn1cnc2ccccc2c1=O)NCc1cccs1
  -1%, 2%, 14%, 4%, 4, 35%, -6%, 13%, -5%
(32) Cc1ccccc1OCC(=O)Nc1nnc(SCc2cc(=O)n3cccc(C)c3n2)s1
  0%, 16%, u, 10%, 2, 29%[57 µM], 7%, 0%, i
(33) Cc1c(NC(=O)c2cccc(NC(=O)COc3ccccc3C#N)c2)c(=O)n(-c2ccccc2)n1C
  3%, -1%, u, 5%, -4, 17%, -5%, -2%, 0%
(34) COc1ccc(COC(=O)N/N=C/c2cccs2)cc1
  -1%, 0%, 2%, -8%, -6, 48%[activator], -6%, -16%, i
(35) O=S(=O)(NCC1CN(S(=O)(=O)c2c(F)cccc2F)C1)c1ccc2c(c1)OCCO2
  0%, -10%&0%, -7%[2.33 µM], 10%, -2, 15%, x, -14%&-5%, i
(36) COc1ccc(NCCC(O)c2ccc(Cl)cc2)cc1 (stereo unspecified)
  u, -7%, u, 45µM*, -3, u, 5%, 56µM*, i
(37) COCCCNC(=O)c1ccc(-c2nc(CS(=O)(=O)c3ccc(C)cc3)c(C)o2)cc1
  5%, -1%, -7%[59 µM], -11%, 0, 33%, 0%, 2%, 11%
(38) CCN(C(=O)CN1CCN(c2ccc(OC)cc2)CC1)c1c(N)n(Cc2ccccc2)c(=O)[nH]c1=O
  20%, -1%, -44%[12.7 µM], -13%, -13, 63%[activator], 5%, 2%[11.4 µM], -3%
(39) COc1ccccc1OCCCn1c(=O)oc2ccccc21
  -2%, 3%, 7%[59 µM], 0%, -10, 43%, -4%, 5%, 1%
(40) Cc1c(C(=O)c2no[n+]([O-])c2C(=O)c2cnn(C)c2C)cnn1C
  9%, x, u, x, -1, 5%, 7%, 10%, -2%
